Source: PubChem BioAssay (National Center for Advancing Translational Sciences (NCATS))
HBB splicing: hemoglobin beta splicing modulation; 0.06% of 65,000 active; AID 925; Potency, µM (titrated, usually from 46.1 µM), inactives show top-dose activation, usual class: activators; HBB splicing reporter cell assay, activation; EGFP reporter with mutant IVS2-654 intron; response scale: normalised to 500 nM splice-correcting PNA; further: potency means the concentration at half of the fitted maximal effect; 0% is about no effect
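Compounds were applied for 2 days to HeLa EGFP-654 cells, 500/well in Optimem with 2% FCS. The reporter's EGFP is disrupted by mis-splicing of beta-globin intron IVS2-654. Readout: summed well GFP fluorescence from 488 nm laser scanning; reference was 500 nM antisense […] 654 PNA.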
Hsp90 Hop PPI: changes Hsp90-Hop TPR2A binding signal, up or down; 0.44% of 71,000 active; AID 595; AlphaScreen TPR2A-His6 binding biotin-Hsp90 C-terminal peptide; Potency, µM (top dose mostly 57 µM), for inactives: at the top dose activity change, negative = inhibition; active means well fitted curve in either direction with a large enough effect; inconclusive means small, poorly fitted or top-dose-only effect, or another doubt; further: potency means the concentration at half of the fitted maximal effect; on the % scale 0 is the no-effect control and ±100 the full control effect; many of its hits are not listed in these tables
BRCT inh green: blocks human BRCA1 BRCT binding to phosphopeptide, green readout | BRCA1 BRCT-phosphopeptide binding, green fluorescence polarization | Potency, µM (highest dose often 76.9 µM), for the others: top-dose activity change, negative = inhibition, usual class: inhibitors | 0.05% of 75,000 active;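 further: potency means the concentration at half of the fitted maximal effect; plate controls were peptide without protein for full effect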
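Fluorescence polarization: His-tagged BRCT (~35 kDa BRCA1 C-terminus, 250 nM) bound to 100 nM fluorescein-labeled phosphorylated 10-aa BACH1 peptide, pH 7.3 phosphate buffer with DTT and Tween 20. Compounds incubated 12 min at room temperature; inhibition read as lowered polarization.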
UbGFP stabilizer: inhibits proteasome, raising ubiquitin-GFP reporter fluorescence. Ubiquitin-GFP reporter cells, proteasome inhibition, GFP fluorescence; response scale: untreated = 0%, 10 µM MG-132 = 100%. Potency, µM (doses to about 45.9 µM), for the others: at the highest dose activation (GFP accumulation), most hits filed as activators. 67,000 tested, under 10 active; active means well fitted activation curve with a large enough effect, not every such curve was filed as active; inconclusive means small, poorly fitted or top-dose-only effect, or another doubt; inactive means no such curve, though single readings can be large or run the other way; further: potency means the concentration at half of the fitted maximal effect
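GFP accumulation read-out: laser plate cytometry counting ubiquitin(G76V)-GFP-expressing U2OS cells after 4 hr compound exposure at 37 °C. Titrations spanned 46 uM to 2.9 nM; 0% = basal, 100% = 10 uM MG-132; concentration-response curves fitted.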
4MU fluor: 4-MU region autofluorescence. compound autofluorescence, 340/450 nm, 4-MU equivalents; hits give high values. max dye-equivalent concentration, M. 11% of 59,000 active; in the data active means max dye-equivalent concentration above about 10 nM; inconclusive means mostly about 1.1 nM to 9.6 nM
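Intrinsic fluorescence at 340/450 nm (ex/em) was read after 15 min at room temperature in pH 8.0, 100 mM Tris. Each compound concentration expressed as 4-MU-equivalent concentration from a six-point 4-MU standard series on each plate.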
BRCT inh red: BRCT-phosphoprotein interaction inhibition (red fluorophore). AID 892. Potency, µM (series often up to 76.9 µM), for inactives: at the top dose activity change, negative = inhibition, hits mostly inhibitors. 0.03% of 75,000 active. BRCT-phosphopeptide binding, red fluorescence polarization; further: on the % scale 0 is the no-effect control and ±100 the full control effect
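Rhodamine-labelled pBACH1 10-mer (100 nM) bound to BRCT domain (100 nM) at pH 7.3; compounds incubated 12 min room temperature, polarization read. Free peptide defines full inhibition; unlabelled decapeptide titrated as control.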
CRE Fsk mod: alters forskolin-stimulated CRE reporter signaling in CHO cells | CHO CRE-bla reporter (cAMP response element driving beta-lactamase), forskolin EC10, beta-lactamase ratio | Potency, µM (highest dose often 38.2 µM), for inactives: at the top dose activity change, negative = inhibition, actives largely listed as activators | 2.5% of 71,000 active; active means well fitted activation curve with a large enough effect in the signal ratio, with a control signal flat, not every such curve was filed as active; inconclusive means small, poorly fitted or top-dose-only effect, or effect the other way, or a change in a side signal; the % refers to the signal ratio; further: potency means the concentration at half of the fitted maximal effect; % of control where 0% means no effect
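Reporter-gene assay: CHO cells with beta-lactamase behind cAMP responsive elements, co-treated with compound and EC10 NKH 477 for 3 hours at 37 degrees Celsius. Activity came from the 460/530 nm CCF4 emission ratio.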
A350 fluor: compounds fluorescent in Alexa 350 spectral region. Compound autofluorescence, 340/450 nm, Alexa 350 dye-equivalents; hits give high values. max dye-equivalent concentration, M. AID 590. 11% of 59,000 active; in the data active means max dye-equivalent concentration above about 10 nM; inconclusive means mostly about 1.1 nM to 9.6 nM
15-hLO inh: blocks human 15-lipoxygenase activity | Potency, µM (top dose mostly 57.1 µM), inactives show top-dose activity change, negative = inhibition, actives largely listed as inhibitors | 1.4% of 74,000 active | purified 15hLO-1, xylenol orange hydroperoxide absorbance | P16050 | AID 887; further: potency means the concentration at half of the fitted maximal effect; on the % scale 0 is the no-effect control and ±100 the full control effect; nearly all actives have a fitted effect of over 55% in size
Target sequence (P16050 whole entry, looked up): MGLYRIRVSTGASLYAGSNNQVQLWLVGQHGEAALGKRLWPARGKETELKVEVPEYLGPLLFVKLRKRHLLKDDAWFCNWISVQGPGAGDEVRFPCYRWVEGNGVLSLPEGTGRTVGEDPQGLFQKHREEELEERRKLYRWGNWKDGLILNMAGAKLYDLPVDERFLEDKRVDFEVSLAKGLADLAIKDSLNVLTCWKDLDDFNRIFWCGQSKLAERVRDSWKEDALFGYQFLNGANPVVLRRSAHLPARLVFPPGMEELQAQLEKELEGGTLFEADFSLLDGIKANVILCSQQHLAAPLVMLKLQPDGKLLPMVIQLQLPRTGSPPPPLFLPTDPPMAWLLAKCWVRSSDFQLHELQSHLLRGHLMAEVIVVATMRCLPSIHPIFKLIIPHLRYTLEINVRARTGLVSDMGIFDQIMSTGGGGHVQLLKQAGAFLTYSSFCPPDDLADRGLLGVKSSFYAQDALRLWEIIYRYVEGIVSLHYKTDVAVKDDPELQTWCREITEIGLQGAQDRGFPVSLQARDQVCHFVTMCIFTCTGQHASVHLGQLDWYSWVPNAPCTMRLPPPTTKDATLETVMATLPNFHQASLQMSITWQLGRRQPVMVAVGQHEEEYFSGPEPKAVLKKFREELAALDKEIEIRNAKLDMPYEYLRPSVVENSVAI
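Inhibition is scored from a chromogenic endpoint. After 15 min enzyme-compound contact, arachidonic acid (50 uM final) reacts 6 min with 40 nM 15hLO-1 at room temperature, then Fe-XO reagent is added for 30 min and absorbance ratio recorded.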
GFP derepression: derepresses silenced GFP locus in mouse C127i cells; mouse C127i GFP locus derepression, cytometry, 30 h; Potency, µM (highest dose often 46.1 µM), without a hit: at the highest dose GFP derepression (activation); 0.09% of 68,000 active; AID 597; further: % of control where 0% means no effect
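Murine C127i mammary cells carrying a silenced, stably integrated CMV-driven GFP reporter were treated with compound for 30 hours at 37 C. After PBS washes, GFP-positive cells were counted by laser-scanning microplate cytometry.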
Pol III holo inh: blocks replication by bacterial DNA polymerase III holoenzyme | reconstituted DNA polymerase III holoenzyme replication, biochemical | Potency, µM (highest dose often 57.1 µM), for the others: top-dose activity change, negative = inhibition | 0.25% of 71,000 active; further: potency means the concentration at half of the fitted maximal effect; on the % scale 0 is the no-effect control and ±100 the full control effect
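Reconstituted *E. coli* holoenzyme (0.35 nM Pol III, 1 nM beta, 154 nM SSB, 2 nM primase) was preincubated with compound for 15 min at RT. Synthesis on 1.4 nM ssM13Gori ran 35 min, then was stopped with PicoGreen/EDTA and read as dsDNA fluorescence.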
Numbers without * were called inactive; i = inactive; u = inconclusive; x = not tested or not shown; [ ] = another dose, or the depositor's remark. Unless noted, the call rests on the fitted dose curve; in most records, active means well fitted curve in the direction sought with a large enough effect; inconclusive means small, poorly fitted or top-dose-only effect, or another doubt; inactive means no such curve, though single readings can be large; an effect the other way counts as inactive or inconclusive.

Compound | HBB splicing | Hsp90 Hop PPI | BRCT inh green | UbGFP stabilizer | 4MU fluor | BRCT inh red | CRE Fsk mod | A350 fluor | 15-hLO inh | GFP derepression | Pol III holo inh
O=C(Cn1nnc(-c2ccccc2NC(=O)c2ccco2)n1)Nc1ccccc1 | -0.3%[57.5 µM] | -1% | -1.9% | 0% | i | -1.6% | u | i | -15% | 1% | -2%
COc1ccccc1NC(=O)N(C1CCCC1)C1CCN(C(C)=O)CC1 | -0.2% | -2% | -1.0% | 0% | x | -0.8% | -4% | x | 2% | -2% | -6%
CC(=O)Nc1ccc(OC(=O)C(CCS(C)(=O)=O)N2C(=O)c3ccccc3C2=O)cc1 (configuration not stated) | -1.4% | 0% | -1.7% | 7% | i | 0.8% | -9% | i | 9% | 5% | -8%
CC1(C)CC(C#N)(N2CCOCC2)CCO1 (configuration not stated) | -0.4% | -7% | -1.4% | 3% | i | -0.7% | -1% | i | 9% | 2% | -2%
Cc1c(C(=O)OCC(=O)c2c(N)n(CC(C)C)c(=O)n(C)c2=O)oc2ccccc12 | -1.3% | 4% | -2.1% | -2% | i | 0.7% | u | i | 1% | 1% | u
CS(=O)(=O)N1CCC2(CC1)CN(c1ccccn1)C2 | -1.0% | -5% | 1.9% | -7% | i | 0.3% | 11% | i | 10% | -2%[9.22 µM] | -3%
O=C(COC(=O)C1CC(=O)N(C2CCCCC2)C1)c1ccc(F)cc1 (configuration not stated) | 0.6% | -2% | -0.6% | -4% | x | 0.7% | 3% | x | 3% | x | 0%
N#CCCN1CCN(C(=S)c2ccc(-c3cccc(Cl)c3)o2)CC1 | 0.0%[9.22 µM] | u | 0.7% | 12% | x | -0.1% | 27% | x | -14% | -8% | 11%
c1ccc2sc(SCCSc3nc4ccccc4s3)nc2c1 | -0.2%[9.22 µM] | 3%[11 µM] | -1.0%[15.4 µM] | -10%[9.17 µM] | i | -0.4%[15.4 µM] | -1%[7.6 µM] | i | -4%[11.4 µM] | 3%[9.22 µM] | -4%[11.4 µM]
O=C(Cn1nc(-c2ccccc2)ccc1=O)NCc1ccc2c(c1)OCO2 | -0.1% | -2% | -3.1% | -8% | i | -4.0% | -5% | i | -3% | 0% | 3%
O=C(c1ccc(Nc2cccc(C(F)(F)F)c2)nc1)N1CCCC1 | x | -1% | -1.5% | -4% | i | 0.4% | -3% | i | 1% | 0% | -2%
COc1ccc(C2CC(C(F)(F)F)n3nc(CO)c(Cl)c3N2)cc1OC (configuration not stated) | -1.4% | 0% | -1.3% | 3% | i | -1.0% | u | u | -3% | -1% | 1%
CC(C)C(=O)Nc1cccc(C(=O)Nc2nncs2)c1 | x | u | -1.6% | 5% | i | 0.8% | 8% | i | -4% | 0% | -5%
CCn1c2ccccc2c2nnc(SCC(=O)c3ccccc3)nc21 | 3.6% | 2% | -1.0% | 0% | x | -0.1% | 3.2µM* | x | 5% | 2% | 0%
O=c1[nH]cnc2c1nc(SCc1ccccc1)n2C1OC(CO)C(O)C1O (configuration not stated) | x | 2% | 0.3% | -1% | i | -1.2% | 2% | i | 8% | -4% | -4%
Cc1ccc(-c2nc(C#N)c(NCCc3ccccn3)o2)cc1 | -2.9% | -3% | -2.3% | 3% | i | -0.8% | 4% | i | 0% | 1% | -10%
Cn1c(=O)c2c(ncn2CC(O)CNc2ccc(Cl)cc2)n(C)c1=O (configuration not stated) | 0.1% | -5% | -4.3% | -2% | i | 1.0% | u | i | -2% | 3% | -2%
CN(C)C(=O)c1ccc(-c2ccc3ncnc(N(C)Cc4ccco4)c3c2)cc1 | -0.4% | -8% | 2.0% | -2% | i | -1.3% | u | i | -2% | 0%[9.22 µM] | -4%
CC(C)c1ccc2c(c1)CC[C@H]1[C@@](C)(CN)CCC[C@@]21C | 2.4%[9.22 µM] | -1%[11 µM] | -0.1%[15.4 µM] | -1%[9.17 µM] | i | -0.6%[15.4 µM] | 17%[7.6 µM] | i | 13%[11.4 µM] | 2%[9.22 µM] | -8%[11.4 µM]
O=c1cc(CNCCCO)c2ccccc2[nH]1 | 0.8%[57.5 µM] | -6% | -1.1% | 3% | i | 2.4% | 17% | i | 6% | 6% | -2%
O=C(O)[C@H](Cc1ccccc1)N1Cc2ccccc2C1=O | -0.3% | 0% | -1.3% | 4% | x | 0.6% | -2% | x | u | x | -6%
Cn1cccc1C1NC(=O)c2c(sc3c2CCC(C(C)(C)C)C3)N1 (configuration not stated) | 4.7% | -11% | -1.5% | 7% | u | 0.0% | 4% | u | u | -3% | 5%
CCOC(=O)N1CCC(Nc2nc3ccccc3nc2NS(=O)(=O)c2ccc(Cl)cc2)CC1 | -0.4% | 0% | -3.1% | -2% | 3.7e-08M* | -0.7% | u | 4e-08M* | -14% | -3% | 4%
Cc1cc(-n2c(C)cc(C(=O)COc3ccc4ccc(=O)oc4c3)c2C)no1 | -2.0% | -8% | 2.8% | -1% | 4.2e-07M* | 0.3% | -11% | 7e-07M* | -3% | 3% | -1%
O=C(CCC(=O)N1CCc2ccccc2C1)N1CCN(S(=O)(=O)c2ccccc2)CC1 | 0.2% | -2% | -0.9% | -5% | i | 0.2% | u | i | 0% | -1% | 3%
Cc1ccc(NC(=O)CSC2=C(C#N)C(c3ccc4c(c3)OCO4)C3=C(CCCC3=O)N2)c(C)c1 (configuration not stated) | -0.7% | -17% | 6.1% | -9% | x | -5.2% | -1% | x | 3.2µM* | 2% | -4%
Cc1ccccc1-c1cncnc1N(C)Cc1ccco1 | 0.3% | -8% | 1.4% | -5% | i | 0.7% | 1% | i | -18% | -2%[9.22 µM] | -5%
O=C(Oc1cccc2c(OC(=O)N3CCOCC3)cccc12)N1CCOCC1 | -0.7% | -4% | -1.8% | -4% | i | -0.3% | -7% | i | 7% | 10% | -7%
Cc1nnc(NC(=O)CSc2nnc(Cc3ccccc3)n2Cc2ccccc2)s1 | 0.7% | -6% | 1.5% | 2% | i | -0.1% | u | i | 2% | 1% | -7%
CSCC[C@H](NC(=O)OC(C)(C)C)c1nnc(SCC=C(C)C)o1 | -0.6% | 2% | 0.4% | 3% | i | 0.4% | 5% | i | -14% | 5% | -9%
CC(=O)c1c(C)[nH]c(C(=O)OC2CCOC2=O)c1C (configuration not stated) | -4.1% | -1% | -1.5% | -5% | i | -1.8% | -3% | i | 2% | 2% | -3%
CSC1=NCCN1C(=O)c1ccc(S(=O)(=O)N2CCCCC2)cc1 | -0.3% | 1% | 0.2% | -3% | x | 0.7% | u | x | 1% | -2% | -1%
CC1CCN(C(=O)Cn2c(=O)n(Cc3ccc4c(c3)OCO4)c(=O)c3ccccc32)CC1 | 1.6% | -4% | -1.5% | 15% | i | -0.6% | u | i | 3% | 0% | 0%
CCOC(=O)CSc1nnc(CNC(=O)c2cccc(C)c2)n1-c1ccccc1OC | 2.4% | -4% | -0.1% | 0% | i | -2.9% | -19% | i | -1% | 1% | -6%
Cn1c2ccccc2c2ncn(CCN3CCOCC3)c(=O)c21 | 1.3%[1.84 µM] | -1% | -0.4% | 9% | u | -0.1% | u | u | 7% | 3% | -2%
CCC(CC)C(=O)NCCc1cc2ccc(C)c(C)c2[nH]c1=O | 0.4% | -2% | -2.2% | 6% | x | -0.6% | 0% | x | 12% | x | -2%
CCc1c(C)nc(/N=C(/NC(=O)c2ccccc2)Nc2ccccc2OC)[nH]c1=O | -0.7% | 2% | -2.3% | -2% | i | 0.5% | 8% | i | 11% | 0% | -5%
Cn1c(SCC(=O)Nc2sc3c(c2C#N)CCC3)nnc1C1COc2ccccc2O1 (configuration not stated) | 1.1%[57.5 µM] | -2% | -2.6% | 2% | i | -0.2% | -7% | i | -9% | 4% | 7%
COc1cccc(Cn2c(=O)c(-c3cn(C)c4ccccc34)nc3cnc(N4CCNCC4)nc32)c1 | -0.2% | 30% | -2.4% | 10% | i | 0.3% | u | i | -7% | 8%[9.22 µM] | u
CNc1ncncc1-c1ccccc1C | 0.3% | -6% | -1.3% | -1% | i | -0.4% | -7% | i | 6% | -3%[9.22 µM] | -4%
CCCN1CCN(C(=O)C2CCN(S(=O)(=O)c3ccc4c(c3)oc(=O)n4C)CC2)CC1 | -0.3% | -3%[2.3 µM] | -0.9% | -9% | x | 0.5% | 1% | x | -2% | x | 3%

Results in 4MU fluor, for 2 of the compounds above:
molecule	4MU fluor
CC(=O)Nc1ccc(OC(=O)C(CCS(C)(=O)=O)N2C(=O)c3ccccc3C2=O)cc1 (configuration not stated)	i
CC1(C)CC(C#N)(N2CCOCC2)CCO1 (configuration not stated)	i
